# GC-B act: GC-B (human) receptor activation | activation, % at 10 µM | HEK293-GC-B cells, CNP EC30, cGMP TR-FRET; 0% at EC30 CNP, 100% saturating CNP | AID 1920062 | P20594 | 0.11% of 370,000 active;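 active means activation at 10 µM reaching about 35% in either raw or pattern-adjusted values, limit read from the data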
# PRMT1 inh: PRMT1 (human) inhibition, primary screen. recombinant PRMT1, activity-based probe fluorescence polarization. Q99873. inhibition, % at 2.79 µM. 1.3% of 370,000 active;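 active means inhibition above about 21% made by adding two undisclosed values, limit read from the data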
# SIAE inh: human SIAE inhibition, primary screen; Q9HAT2; SIAE FP-Rh probe binding, fluorescence polarization; inhibition, % at 9.66 µM; 0.69% of 370,000 active; AID 1053197;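 active means inhibition above a cutoff: mean of compounds within the control limits plus 3 SD of those, cut at about 17% in these data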;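 further: 0% = plate median of compound wells and 100% = probe without SIAE protein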
# Target sequence (Q9HAT2 whole entry, looked up): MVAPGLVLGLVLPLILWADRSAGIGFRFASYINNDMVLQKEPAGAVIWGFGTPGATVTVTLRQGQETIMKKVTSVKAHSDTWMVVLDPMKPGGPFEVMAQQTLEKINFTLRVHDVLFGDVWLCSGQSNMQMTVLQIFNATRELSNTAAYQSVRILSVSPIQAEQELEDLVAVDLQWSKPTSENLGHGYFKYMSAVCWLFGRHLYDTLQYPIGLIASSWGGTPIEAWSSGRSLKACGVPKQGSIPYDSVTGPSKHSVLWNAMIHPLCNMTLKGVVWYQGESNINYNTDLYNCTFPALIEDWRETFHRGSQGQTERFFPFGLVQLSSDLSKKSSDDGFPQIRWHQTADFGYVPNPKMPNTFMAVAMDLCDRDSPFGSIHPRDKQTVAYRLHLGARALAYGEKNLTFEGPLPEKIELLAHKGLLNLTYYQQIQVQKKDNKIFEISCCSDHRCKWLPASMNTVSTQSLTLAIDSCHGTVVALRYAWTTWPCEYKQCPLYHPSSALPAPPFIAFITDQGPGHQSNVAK
# HTRA1 inh: inhibitors of human serine peptidase HTRA1; Q92743; recombinant HTRA1, FP-rhodamine activity-based probe, fluorescence polarization; inhibition, % at 5.96 µM; 0.5% of 340,000 active; AID 504803; in the data active means inhibition above about 36%;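 further: 0% = enzyme with DMSO and 100% = wells lacking enzyme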
# LEDGF integ inh: blocks HIV-1 LEDGF/p75-dependent DNA integration; TR-FRET IN-LEDGF/p75 DNA integration, Eu/Cy5; inhibition, % at 3.7 µM; 0.64% of 370,000 active;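 active means inhibition above the screen-wide mean plus 3 SD, cut at about 13% in these data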;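 further: signal is the Cy5 over europium emission ratio at 671 and 618 nm; 0% = plate median of compound wells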
# TCR CD3 inh: inhibitors of human TCR-CD3 interaction. TAMRA-labeled TCR probe fluorescence, biochemical. inhibition, % at 9.4 µM. 0.37% of 360,000 active; in the data active means inhibition above about 19%;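 further: recombinant mutant TCR 2C K166C tagged with TAMRA read by polarization; 0% = receptor in buffer alone and 100% = receptor with positive control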
# rCAG RNA binder: molecules binding r(CAG) RNA repeats; inhibition, % at 3 µM; r(CAG) RNA repeat, TO-PRO-1 dye displacement fluorescence; 1.3% of 370,000 active;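 active means inhibition above the plate cutoff, the mean of all test compounds on that plate plus 3 SD, cut at about 35% in these data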;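 further: 0% = DMSO alone and 100% = 100 µM mitoxantrone as full dye displacement; higher means more dye released from RNA so lower well fluorescence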
# ABHD4 inh: inhibitors of mouse ABHD4. purified mABHD4, FP-Rh probe fluorescence polarization. inhibition, % at 8.92 µM. 0.54% of 370,000 active;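 active means inhibition exceeding the mean over every tested compound plus 3 SD, cut at about 30% in these data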;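 further: 0% = plate median of compound wells and 100% = S159A mutant with DMSO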
# Target sequence (Q8VD66 whole entry, looked up): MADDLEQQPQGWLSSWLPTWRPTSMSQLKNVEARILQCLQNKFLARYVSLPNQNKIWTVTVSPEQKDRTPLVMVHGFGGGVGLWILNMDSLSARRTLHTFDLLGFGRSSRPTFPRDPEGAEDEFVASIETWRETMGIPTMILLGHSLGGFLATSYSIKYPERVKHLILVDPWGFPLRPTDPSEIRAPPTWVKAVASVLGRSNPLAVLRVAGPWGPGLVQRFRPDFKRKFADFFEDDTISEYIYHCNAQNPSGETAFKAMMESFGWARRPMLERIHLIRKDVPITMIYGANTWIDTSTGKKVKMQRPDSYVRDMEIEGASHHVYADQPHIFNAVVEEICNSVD
#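 Assay system: wild-type mouse ABHD4 protein; compound: single nominal dose of 8.92 µM, 0.89% DMSO final; schedule: 45 min + 60 min at 25 °C; measured by: FP readout, ex 525 nm / em 598 nm; evaluation: % inhibition of FP-Rh probe binding versus controls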
# TDP2 absorb: blocks human TDP2 phosphodiesterase activity; O95551; recombinant TDP2, T5PNP hydrolysis, p-nitrophenol absorbance 415 nm; inhibition, % at 12.8 µM; 0.34% of 370,000 active; AID 720702;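 active means inhibition above the mean of all tested compounds plus 3 SD, set per campaign, cut at about 25% in these data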;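 further: 0% = DMSO with enzyme and 100% = buffer with substrate but no TDP2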
#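 System: recombinant human TDP2 / Amount: 120 nM TDP2 per well / Also added: 5 mM T5PNP chromogenic substrate / Doses: 12.8 µM single point, 1% DMSO / Incubation: 2 h at 37 °C / Detection: p-Nitrophenol epi absorbance / Evaluation: % inhibition relative to enzyme-containing and enzyme-free wells / Repeats: singlicate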
# MBD2 DNA inh: inhibitors of human MBD2 binding to methylated oligonucleotide | inhibition, % at 4.4 µM | AID 686964 | 0.31% of 370,000 active | Q9UBB5 | TR-FRET; in the data active means inhibition above about 13%
# * marks the source's active call; other numbers are inactive results; nt = no result given. Only part of the results is shown; the hit share may differ from the screen's.
SMILES,GC-B act,PRMT1 inh,SIAE inh,HTRA1 inh,LEDGF integ inh,TCR CD3 inh,rCAG RNA binder,ABHD4 inh,TDP2 absorb,MBD2 DNA inh
CCc1ccccc1NC(=O)CC(=O)Nc1ccccc1CC,11,0,-9,6,-3,-1,-1,3,-5,-2
COc1ccc(N2CCN(C(=O)CSc3nnc(-c4cccnc4)n3-c3ccc(F)cc3)CC2)cc1,-2,2,3,-4,0,0,-5,-4,3,-2
COC(=O)[C@]12C[C@H](CC(=O)N3CCC(c4ccccc4)CC3)C(=O)N(Cc3cccc4ccccc34)C1=C[C@H](C(C)(C)C)O[C@@H]2C,3,-5,0,nt,-3,nt,4,-2,7,-2
CCCCSc1nc2c(cc1C#N)CCC2,1,0,4,-7,1,3,1,-2,8,-6
Cc1ccc(CCN2CC(C(=O)NCCN3CCOCC3)CC2=O)cc1 (stereo unspecified),7,5,-5,nt,1,2,2,-11,-8,9
CCC(NC(=O)Cc1cccs1)c1ccccc1 (stereo unspecified),68*,-2,2,-14,-1,-5,3,1,-11,4
Cc1ccc(S(=O)(=O)N(C)c2ccc(OC(=O)c3cccs3)cc2)cc1C,2,-1,-4,-23,-1,4,3,-13,-2,-9
Cc1ccc(-c2noc(CNc3ccccc3)n2)cc1,-1,-1,0,-3,2,2,-2,-4,-3,1
CCCOc1ccc(NC(=O)c2c(-c3ccccc3)noc2C)cc1,-4,-2,9,-4,-3,9,1,1,5,-4
O=c1sc2ccccc2c(N2CCCCC2)c1[N+](=O)[O-],3,13,-4,-1,-6,-1,4,-4,-2,0
COc1ccc(C(=O)Nc2ccccc2C(=O)O)cc1Cl,-5,2,-16,-5,0,-5,7,-2,-6,1
O=S(=O)(CS(=O)(=O)c1ccc(Cl)cc1)c1ccc(Cl)cc1,3,3,-1,4,-2,1,-3,1,5,1
Nc1c(C(=O)NCCc2ccccc2)nnn1Cc1ccc(Cl)cc1,2,0,2,-13,-3,0,-7,0,-5,2
COc1ccc2ccc(OCC(=O)Nc3cc(C)on3)cc2c1,1,-2,-8,1,0,-4,0,-4,6,2
CC(=O)N1c2ccc(F)c(F)c2C[C@H]1C,1,-4,-3,-6,-1,2,-2,-4,6,1
C(/C=C/c1ccccn1)=C\c1ccccc1,-4,6,3,4,1,7,-7,3,7,1
O=C(COC(=O)c1ccc(Br)o1)NCc1ccc(F)cc1,-7,0,0,4,2,4,-1,4,-3,-2
CC(C)[C@@H](C(=O)NC1CCCC1)N1C(=O)N2CCc3c([nH]c4ccccc34)[C@@]2(C)C1=O,-3,-4,8,-20,0,9,-6,0,5,2
CCNC(=O)CCc1nc(-c2ccc(C(C)(C)C)cc2)no1,1,1,2,5,-2,0,-6,-6,5,3
COc1ccc(C(=O)CN2C(=O)c3ccccc3S2(=O)=O)cc1,1,8,-8,nt,2,-8,-2,-13,-11,7
N#CCCN(Cc1cccs1)C(=O)Nc1ccc(F)cc1,0,4,-1,2,-2,-5,-4,0,-10,0
COCC(=O)n1nc(-c2ccccc2)nc1NCc1cccs1,-3,1,-8,-4,1,5,-2,2,6,2
Cc1cc(=O)[nH]c(N/N=C/C2=C(N3CCOCC3)C(=C\c3ccc(Cl)cc3)/CC2)n1,-4,6,5,32,12,7,17,18,2,-3
NC(Cc1ccccc1)c1csc(Nc2ccc(C(=O)NCCCO)cn2)n1 (stereo unspecified),2,4,1,nt,-3,-4,8,-1,-2,0
Cc1ccccc1-c1nnn(Cc2ccc(-c3nn[nH]n3)cc2)n1,2,-1,-7,0,9,7,22,-20,3,2

# Next section; it opens with the three that closed the last part.
SMILES,GC-B act,PRMT1 inh,SIAE inh,HTRA1 inh,LEDGF integ inh,TCR CD3 inh,rCAG RNA binder,ABHD4 inh,TDP2 absorb,MBD2 DNA inh
Cc1cc(=O)[nH]c(N/N=C/C2=C(N3CCOCC3)C(=C\c3ccc(Cl)cc3)/CC2)n1,-4,6,5,32,12,7,17,18,2,-3
NC(Cc1ccccc1)c1csc(Nc2ccc(C(=O)NCCCO)cn2)n1 (stereo unspecified),2,4,1,nt,-3,-4,8,-1,-2,0
Cc1ccccc1-c1nnn(Cc2ccc(-c3nn[nH]n3)cc2)n1,2,-1,-7,0,9,7,22,-20,3,2
CN(CC(=O)Nc1ccccc1Cl)C(=O)CSc1nnc(-c2ccco2)o1,-1,3,0,3,4,0,7,0,-15,-5
Cc1ccccc1NC(=O)CCC(=O)N/N=C/c1ccc(F)cc1,-1,-1,0,-4,-2,-9,-1,0,-3,-1
COc1ccc(Cl)cc1NS(=O)(=O)N1CCOCC1,2,0,-3,0,-1,1,-2,2,1,-1
CC1CCN(c2ccc(-c3ccc(NC(=O)c4ccco4)cc3)nn2)CC1,-5,-3,14,-10,4,5,-1,-12,-2,1
COc1ccc(N2C(=O)C(CC(=O)Nc3ccc(Cl)cc3)N(NC(=O)c3cccc(F)c3)C2=S)cc1 (stereo unspecified),6,-2,-13,-6,3,2,13,-5,-13,3
COc1ccc(S(=O)(=O)Nc2ccccc2C)cc1,5,0,1,-7,-2,2,1,1,1,4
Cc1cccc(NC(=O)COc2coc(CN3CCN(c4ccccc4)CC3)cc2=O)c1,1,3,0,3,2,2,0,9,8,-5
C[C@@H]1CN(S(=O)C(C)(C)C)[C@@H](CCO)/C1=C\CCO (stereo partly specified),0,-4,0,6,4,3,1,-5,-3,0
O=C(N/N=C/c1ccccc1Cl)c1n[nH]c2c1CCCC2,0,2,-4,7,2,-4,-2,5,4,-2
N#CCC(=O)Nc1ncn(Cc2ccccc2Cl)n1,1,-1,1,-2,4,2,3,12,3,-4
CC(=O)C1C(c2cccc(Oc3ccccc3)c2)NC(=O)NC1(O)C(F)(F)F (stereo unspecified),0,-2,5,-8,-3,0,-5,4,3,2
C=C[C@@H]1c2cc(C)ccc2N(S(=O)(=O)c2ccc(C)cc2)[C@H](c2ccccc2)C1(C#N)C#N,-10,2,-4,-6,-2,-5,7,-5,-4,-2
CN(C)C(=O)CNc1ccn2nc(-c3cccc(Cl)c3)cc2n1,-3,0,9,nt,0,-4,5,-1,4,-7
Fc1ccc(NC(=S)Nc2ccc(Cl)cc2)cc1,6,0,-1,4,2,0,1,-4,-7,-8
CC(=O)OC1CCC2(C)C(CCC3C2CC(=NO)C2(C)C(C(C)OC(C)=O)CCC32)C1 (stereo unspecified),6,-3,1,-8,0,-2,0,-3,-5,-1
C[C@H](CO)N1C[C@H](C)[C@@H](CN(C)CC2CC2)Oc2c(NS(=O)(=O)c3ccccc3)cccc2C1=O,2,-2,0,-1,-2,3,0,5,4,-9
Cc1cc(NC(=O)CSc2ccc(-c3ccc4c(c3)OCO4)nn2)no1,8,-1,3,nt,4,7,2,6,0,2
FC(F)(F)c1cnc2c(-c3ccc(Cl)cc3Cl)noc2c1,-11,2,-2,-4,1,-2,1,6,8,1
O=C(c1ccc([N+](=O)[O-])cc1)N1CCN(Cc2ccccc2)CC1,6,0,2,1,1,3,0,6,6,-5
COc1ccc(C(=O)N2CC(=O)Nc3ccccc32)cc1S(=O)(=O)N1CCCC1,-1,-3,0,1,3,6,-2,2,-2,-4
Cc1c(CC(Cl)(Cl)Cl)c2c(n1O)CC(C)(C)CC2=O,0,-4,5,5,2,-2,6,1,3,-3
CCN=C1NC(c2ccccc2C(F)(F)F)C(C(=O)OC)=C(C)N1C (stereo unspecified),-2,-2,-4,nt,7,2,2,-2,1,-1
CN(C)c1ccc(C(=O)N=c2sccn2C)cc1[N+](=O)[O-],-1,1,5,1,1,9,0,0,-2,0
O=C(O)c1ccccc1-c1ccccc1C(=O)NCc1cccc(C(F)(F)F)c1,-4,4,-1,2,0,-10,3,1,6,-6
COC(=O)c1c(C)[nH]c(C(=O)COC(=O)CCNS(=O)(=O)c2cccc(C(F)(F)F)c2)c1C,-1,0,-1,-12,1,-3,-1,-1,8,1

# GC-B act, entries above that show a hit.
Compound,GC-B act,PRMT1 inh,SIAE inh,HTRA1 inh,LEDGF integ inh,TCR CD3 inh,ABHD4 inh,TDP2 absorb,MBD2 DNA inh
CCC(NC(=O)Cc1cccs1)c1ccccc1 (stereo unspecified),68*,-2,2,-14,-1,-5,1,-11,4

# Quoted from the listing.
# O=C(O)c1ccccc1-c1ccccc1C(=O)NCc1cccc(C(F)(F)F)c1 @ GC-B act: -4
# COc1ccc(Cl)cc1NS(=O)(=O)N1CCOCC1 @ GC-B act: 2

# The listing picks up, repeating the 3 entries before the break.
SMILES,GC-B act,PRMT1 inh,SIAE inh,HTRA1 inh,LEDGF integ inh,TCR CD3 inh,rCAG RNA binder,ABHD4 inh,TDP2 absorb,MBD2 DNA inh
CN(C)c1ccc(C(=O)N=c2sccn2C)cc1[N+](=O)[O-],-1,1,5,1,1,9,0,0,-2,0
O=C(O)c1ccccc1-c1ccccc1C(=O)NCc1cccc(C(F)(F)F)c1,-4,4,-1,2,0,-10,3,1,6,-6
COC(=O)c1c(C)[nH]c(C(=O)COC(=O)CCNS(=O)(=O)c2cccc(C(F)(F)F)c2)c1C,-1,0,-1,-12,1,-3,-1,-1,8,1
Cc1ccc(C)c(S(=O)(=O)N2CCN(c3ncccn3)CC2)c1,4,0,9,-7,-2,-1,-9,-5,-5,15*
COc1cc(C(=O)NC2CC3CCCC(C2)N3CC(=O)Nc2ccccc2)cc(OC)c1OC (stereo unspecified),-4,-4,-1,-6,1,-1,-4,1,13,1
COc1ccc(CC(=O)Oc2ccc(C)cc2C)cc1,0,1,2,3,-2,-9,-1,2,-10,0
COc1ccccc1NC(=O)c1sc2nc3n(c(=O)c2c1C)CCC3,6,1,-5,7,3,6,1,0,2,-4
CC[C@H](C)[C@@H](N)C(=O)NC[C@H]1O[C@@H](n2cnc3c(=O)[nH]c(N)nc32)[C@H](O)[C@@H]1O,3,-2,2,nt,3,5,1,4,11,-3
CC(C)CCNc1nc2ccccc2nc1NS(=O)(=O)c1cccs1,-3,2,-4,-1,-2,5,56*,2,-9,1

# High-throughput results: PubChem, several laboratories
